IDH1 R132H inh = inhibitors of human mutant IDH1 R132H. O75874. IDH1-R132H enzyme, NADPH consumption, diaphorase/resazurin fluorescence. Potency, µM (doses to about 76.6 µM), inactives show at the highest dose activity change, negative = inhibition, hits mostly inhibitors. actives 0.093% (n = 390,000); further: potency means the concentration at half of the fitted maximal effect; on the % scale 0 is the no-effect control and ±100 the full control effect; nearly all actives have a fitted effect of over 65% in size
Target sequence (O75874 whole entry R132H, stated change not applied): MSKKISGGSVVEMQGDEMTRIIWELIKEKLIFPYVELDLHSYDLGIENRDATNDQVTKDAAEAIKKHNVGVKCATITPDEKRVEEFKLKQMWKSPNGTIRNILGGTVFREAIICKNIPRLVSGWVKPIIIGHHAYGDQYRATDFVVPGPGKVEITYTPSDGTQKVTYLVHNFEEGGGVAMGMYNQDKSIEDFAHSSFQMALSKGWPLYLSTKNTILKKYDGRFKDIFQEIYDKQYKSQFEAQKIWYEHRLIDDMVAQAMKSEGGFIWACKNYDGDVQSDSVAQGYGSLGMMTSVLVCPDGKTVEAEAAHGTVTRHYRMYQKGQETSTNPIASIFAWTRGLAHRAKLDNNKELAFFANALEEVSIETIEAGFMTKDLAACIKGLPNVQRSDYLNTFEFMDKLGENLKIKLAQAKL
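IDH1-R132H (0.5 ug/mL dispensed) in pH 7.5 Tris buffer was preincubated 30 min with compound, then given a substrate mix of 0.016 mM NADPH and 2 mM alpha-KG for 80 min at room temperature; remaining NADPH was read by diaphorase/resazurin fluorescence.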
Vif-A3F inh = Vif-A3F binding inhibition. HeLa A3F-eYFP + Vif (tagged APOBEC3F with the HIV-1 protein that degrades it), YFP fluorescence increase. AID 602313. Potency, µM (titrated, usually from 46.1 µM), inactives show at the top dose activity, negative = active. actives 0.2% (n = 390,000); further: potency means the concentration at half of the fitted maximal effect; % of control where 0% means no effect; nearly all actives have a fitted effect of over 65% in size
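HeLa cells stably expressing Vif plus C-terminally eYFP-tagged A3F were seeded, incubated overnight at 37 deg C, dosed with compound, incubated overnight again at 37 deg C. Yellow fluorescence (Ex 488/Em 500-530) reported blocked Vif-mediated A3F-eYFP degradation.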
RXFP1 ag = activates the human relaxin receptor RXFP1. HEK293T-RXFP1 cAMP TR-FRET, 30 min; response scale: percent of porcine relaxin response, buffer zero. Q9HBX9. actives 0.3% (n = 370,000). Potency, µM (titrated, usually from 57.5 µM), for inactives: top-dose activation, most hits filed as activators; further: potency means the concentration at half of the fitted maximal effect; on the % scale 0 is the no-effect control and ±100 the full control effect; nearly all actives have a fitted effect of over 60% in size; many of its hits are not listed in these tables
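HEK293 cells stably expressing RXFP1, treated 30 min at 37C with compounds plus PDE4 inhibitor Ro 20174; cAMP measured by HTRF TR-FRET. Normalized to buffer and 29 nM porcine relaxin; EC50 by Hill fit.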
PI4K2A inh = inhibitors of human PI4K2A | purified PI4K2A, ADP-Glo luminescence, 1 h; hits give low values | actives 0.13% (n = 420,000) | activity change, negative = inhibition, % at 76.9 µM; in the data active means activity change below about -50%; inconclusive means mostly about -30% to -49%;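 further: -100% = wells without enzyme as full effect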
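In this quantitative HTS, ADP production by PI4K2A was quantified luminescently after 1 h at ambient temperature; 100 microM adenosine served as plate-quality control.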
USP1 inh = inhibitors of human USP1/UAF1 deubiquitinase. O94782. recombinant USP1/UAF1, Ub-Rhodamine cleavage fluorescence. Potency, µM (top dose mostly 57.1 µM), for the others: top-dose activity change, negative = inhibition, actives largely listed as inhibitors. actives 0.23% (n = 390,000); further: potency means the concentration at half of the fitted maximal effect; on the % scale 0 is the no-effect control and ±100 the full control effect; nearly all actives have a fitted effect of over 60% in size; inactives centre near -12
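In this screen, compounds sit with the deubiquitinase complex (1nM) for 15 min at room temperature before Ub-Rho is added at 150nM final. Fluorescence rise is then followed for 6 reads every 60 seconds.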
Glioma ERSR ind = induces the endoplasmic reticulum stress response in human glioma cells. Potency, µM, without a hit: at the highest dose activation, most hits filed as activators. actives 0.02% (n = 420,000). U87-MG GRP78 promoter luciferase reporter, 16 h; further: potency means the concentration at half of the fitted maximal effect; series mostly up to about 76 µM; % of control where 0% means no effect; nearly all actives have a fitted effect of over 35% in size
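Stably transfected U87-MG glioma cells carrying a GRP78-based luciferase sensor; 16 h compound incubation. Luminescence end-point read 10 min after Bright-Glo addition at room temperature.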
TrxR1 substrate = rat thioredoxin reductase 1 substrate activity. AID 588456. O89049. Potency, µM (doses to about 114 µM), without a hit: at the highest dose activity change, negative = substrate turnover. purified TrxR1 substrate turnover, NADPH consumption readout. actives 0.01% (n = 390,000); further: potency means the concentration at half of the fitted maximal effect; on the % scale 0 is the no-effect control and ±100 the full control effect; nearly all actives have a fitted effect of over 50% in size
Target sequence (O89049 whole entry, looked up): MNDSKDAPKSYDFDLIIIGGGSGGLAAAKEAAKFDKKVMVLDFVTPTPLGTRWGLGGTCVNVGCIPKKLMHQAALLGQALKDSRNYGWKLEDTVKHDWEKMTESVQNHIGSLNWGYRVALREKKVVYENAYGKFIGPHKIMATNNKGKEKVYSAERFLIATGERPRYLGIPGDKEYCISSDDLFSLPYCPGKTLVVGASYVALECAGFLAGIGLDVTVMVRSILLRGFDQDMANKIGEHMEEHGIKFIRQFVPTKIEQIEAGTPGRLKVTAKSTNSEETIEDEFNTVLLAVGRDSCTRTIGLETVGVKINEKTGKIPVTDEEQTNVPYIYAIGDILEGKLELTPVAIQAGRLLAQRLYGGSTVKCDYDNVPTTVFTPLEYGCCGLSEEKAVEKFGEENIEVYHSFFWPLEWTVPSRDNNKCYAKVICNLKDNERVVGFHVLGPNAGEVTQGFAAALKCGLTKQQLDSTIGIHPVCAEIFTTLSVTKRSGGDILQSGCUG
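Rat TrxR1, dispensed at 90 nM, was prereduced with 400 uM NADPH (final) for 5 min at ~22 deg C, then incubated with compound 15 min before 400 uM selenite. A first-read NADPH fluorescence drop versus no-compound background flagged substrates.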
Vif-APOBEC3G blk = Vif-A3G binding inhibition; Q9HC16; HeLa A3G-eYFP + Vif (tagged APOBEC3G with the HIV-1 protein that degrades it), YFP fluorescence, overnight; Potency, µM (doses to about 46.1 µM), inactives show at the top dose activity, negative = active, actives largely listed as inhibitors; actives 0.076% (n = 410,000);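 further: potency means the concentration at half of the fitted maximal effect; on the % scale 0 is the no-effect control and ±100 the full control effect; nearly all actives have a fitted effect of over 60% in size; hits raise eYFP signal because A3G escapes Vif-driven loss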
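HeLa cells stably expressing Vif and C-terminally eYFP-tagged A3G, seeded overnight at 37 deg C, then exposed to compound by pintool overnight at 37 deg C. Rise in yellow fluorescence (Ex 488/Em 500-530, Acumen) marks blocked Vif-driven A3G degradation.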
LDHA block = inhibitors of human lactate dehydrogenase A. P00338. activity change, % (values are at about 110 or 230 µM). purified LDHA, NADH/diaphorase-resazurin fluorescence; hits give low values. AID 1347041. actives 0.15% (n = 480,000); in the data active means activity change below about -30%; inconclusive means mostly about -25% to -30%;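 further: plate controls were DMSO wells for no effect and wells without enzyme for full effect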
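Human LDH5 (2 nM) was incubated with 0.06 mM NADH and 0.2 mM pyruvate for 5 min at room temperature in Tris pH 7.4. Remaining NADH was coupled through diaphorase/resazurin, and resorufin fluorescence was read at 0 and 20 min.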
* marks the source's active call; other numbers are inactive results; ? = inconclusive; . = no result given; [ ] = another dose, or the depositor's remark. Unless noted, the call rests on the fitted dose curve; in most records, active means well fitted curve in the direction sought with a large enough effect; inconclusive means small, poorly fitted or top-dose-only effect, or another doubt; inactive means no such curve, though single readings can be large; an effect the other way counts as inactive or inconclusive. Not all compounds are listed; rates above refer to the full screens.

Order of values – TrxR1 substrate | PI4K2A inh | USP1 inh | Vif-APOBEC3G blk | RXFP1 ag | Vif-A3F inh | IDH1 R132H inh | Glioma ERSR ind | LDHA block
> Cc1cccc(NC(=O)CSc2ccc(C(N)=O)cc2[N+](=O)[O-])c1C
 : -6% | -2 | -16% | 0% | -0.1% | -3% | 4% | -2% | 2
> COc1ccc2c(c1)cc1c(=O)n(CC(=O)NC3CCCCC3)nc(C)n12
 : 2% | 1 | -19% | 3% | 0.1% | 1% | -13% | -3% | -8
> CC1Cc2ccccc2N1C(=O)CSc1nnnn1-c1ccc2c(c1)OCCO2 (centres undefined)
 : 3%[57.1 µM] | -6 | -5% | 0% | 2.0% | -2% | -3% | -4% | -6
> O=C(CCC(F)(F)F)N1CCC(CO)(CCc2ccccc2)CC1
 : -5% | -1 | -7% | 2% | 1.8% | 1% | -9% | 1% | 2
> Cc1ccc(/C=N/NC(=O)CNC(=O)c2cccc([N+](=O)[O-])c2C)o1
 : -3% | 1 | -15% | 3% | -1.1% | -6% | 5% | -2% | 3
> CCOc1ccc2nc(NC(=O)c3ccoc3C)sc2c1
 : 13% | -83* | -5% | 2% | 0.3% | 6% | 0% | -15% | 2
> CCOc1ccccc1C(=O)Oc1c(Sc2ccccc2)c(C)nn1C(C)(C)C
 : -6% | 0 | -1% | 3% | -3.3% | 2% | 12% | -1% | -5
> COc1ccc(N(Cc2cccs2)C(=O)c2ccc(OCC(C)C)cc2)cc1
 : -11% | 2 | 6% | 1% | -3.5% | 7% | 6% | -1% | 1
> COc1cc(F)c(C2=CC(=O)CC(C)(C)C2)cc1F
 : -14% | 1 | -18% | 2% | 1.0% | 6% | 0% | 2% | -5
> CC(C)c1ccc(CNC(=O)CCc2ccccc2)cc1
 : 8%[0.0914 µM] | -2 | -15% | -1% | -0.8% | 0% | 2% | -5% | 2
> O=Cc1cn(-c2ccccc2)nc1-c1ccc2c(c1)OCCO2
 : 17%[57.1 µM] | 0 | -4% | 3% | -0.2% | -9% | 10% | -10% | -4
> CCC(C(=O)NCc1ccc(OC)cc1)n1nc(C)n2c(cc3occc32)c1=O (centres undefined)
 : -8% | 2 | -14% | -5% | 4.4% | -12% | -2% | -3% | 5
> CCN1CCN(Cc2c(O)ccc3c(=O)c(-c4ccc(OC)c(OC)c4)c(C(F)(F)F)oc23)CC1
 : 0% | -5 | -5% | 0% | 2.1% | 0% | 0% | -3% | -9
> Cc1cccc(CCNC(=O)c2c[nH]c3ccc(S(=O)(=O)Nc4ccccc4F)cc3c2=O)c1
 : -6%[57.1 µM] | 0 | -18% | 3% | 1.1% | 1% | -13% | -4% | -8
> CCSc1nnc(NC(=O)CCNS(=O)(=O)c2ccccc2F)s1
 : -1%[57.1 µM] | 0 | -15% | -3% | -1.2% | 2% | 2% | -5% | -7
> OC[C@@H]1CN(Cc2ccco2)C[C@H](n2cnc3c(NC4CCC4)ncnc32)O1
 : . | 1 | . | -1% | . | . | . | -3% | -10
> CC1=C(C(=O)N(C(C)C)C(C)C)CC(CC(=O)NC2CC2)C(=O)N1Cc1ccc(F)cc1 (centres undefined)
 : . | -1 | . | -4% | . | . | . | -4% | -7
> O=C(Nc1nc2ccc(Cl)cc2s1)c1ccc(N2CCCCC2)c([N+](=O)[O-])c1
 : -12% | 3 | -9% | -7% | 1.2% | -26% | -10% | 2% | -8
> CCOc1ccc(-n2c(=O)c3sc4ccccc4c3n(Cc3ccc(F)cc3)c2=O)cc1
 : 0% | 0 | -20% | -1% | 5.2% | -3% | 4% | -2% | 8
> CN1C(=O)N(CN2CCCCC2)C2C1N(C)C(=O)N2CN1CCCCC1 (centres undefined)
 : 13%[57.1 µM] | 3 | -23% | 3% | 0.8% | 0% | 11% | -2% | -5
> COc1ccc(CCN2C(=S)NC3CC2(C)Oc2ccc([N+](=O)[O-])cc23)cc1OC (centres undefined)
 : -5% | -5 | 0% | -4% | 3.6% | -14% | 2% | -2% | -7
> S=c1ncc2[nH]c(=S)[nH]c2[nH]1
 : -6% | -8 | -9% | 2% | . | -11% | 0% | -3% | -6
> S=C(Nc1cccc2ccccc12)NC1CCCCC1
 : -11%[57.1 µM] | -2 | -21% | 0% | -0.4% | ? | ? | 7% | 1
> O=C(N/C=N/O)C1=NOC(CNc2ncc(C(F)(F)F)cc2Cl)C1 (centres undefined)
 : -12% | -1 | 0% | -1% | -0.4% | -1% | -2% | 9% | -1
> O=Cc1ccc(CS)cc1
 : -5% | . | . | -1% | . | . | . | -2% | 2
> CN(C)CCNC(=O)c1cccc(-c2cccc3nncn23)c1
 : . | -3 | . | 1% | . | . | . | -4% | -1
> CS(=O)(=O)c1ccccc1-c1nnc(NC(=O)c2ccc(S(=O)(=O)N3CCCC3)cc2)o1
 : -8% | 10 | -7% | -11% | -0.4% | -5% | -1% | -2% | 4
> S=P(c1ccc(N2CCOCC2)cc1N1CCOCC1)(N1CCOCC1)N1CCOCC1
 : -3% | -15 | -25% | -1% | 0.3% | -5% | 11% | -4% | -2
> CC(C)CCn1c(=O)c2sccc2n2c(CCCC(=O)Nc3ccc(C(C)C)cc3)nnc12
 : 3% | 4 | 9% | 3% | -1.5% | 12% | -16% | -3% | -1
> CC(=O)c1ccccc1NC(=O)CSc1nc2ccccc2c(=O)n1CCCN1CCOCC1
 : 7%[57.1 µM] | -1 | 0% | 2% | . | 11% | 17% | -3% | -8
> COc1ccc(C(C)=O)cc1COC(=O)CCNS(=O)(=O)c1ccc(C)c(C)c1
 : -4% | 8 | -7% | 2% | 0.0% | 5% | -1% | -2% | -8
> Clc1ccc(C(c2nnnn2C2CCCCC2)N(Cc2cccnc2)Cc2ccco2)cc1 (centres undefined)
 : -8% | -13 | -20% | -2% | -1.2% | 9% | 2% | -5% | 1
> Cc1cc(/C=C(\C#N)C(=O)Nc2ccc(Cl)cc2)c(C)n1-c1ccc(N2CCOCC2)c([N+](=O)[O-])c1
 : 3%[57.1 µM] | 7 | -11% | 0% | 1.2% | -6% | -1% | -1% | -8
> Clc1ccc(CNc2ccc(CNc3ncn[nH]3)cc2)cc1
 : -4% | -1 | -18% | 5% | 0.8% | 0% | 11% | 1% | -1
> CCN1C(=O)C(=O)N(CC(=O)c2[nH]c(C)c(C(C)=O)c2C)C1=O
 : -1% | 4 | -13% | 1% | 1.9% | -13% | 5% | -5% | -1
> NS(=O)(=O)c1ccc(CCNC(=O)C2CCN(S(=O)(=O)c3c(Cl)cccc3Cl)CC2)cc1
 : 7% | -2 | -17% | 7% | 0.0% | 7% | -5% | 1% | -5
> O=C(Nc1ccc(CN2CCS(=O)(=O)CC2)cc1)c1ccc(F)cc1
 : 3% | -4 | -13% | -2% | -0.5% | -4% | 8% | -1% | -4
> CN(C)c1cccc2c1c(NC(=O)c1ccc(F)cc1)nn2C
 : 6% | -7 | ? | 0% | -4.4% | -4% | 18% | -2% | 11
> COc1ccc(OC)c(S(=O)(=O)n2ccnc2C(C)C)c1
 : 8%[57.1 µM] | -1 | -1% | 0% | -3.6% | 2% | 4% | -2% | -5
> Cc1nnc(SCC(=O)O)o1
 : 6%[57.1 µM] | 2 | -15% | -1% | 4.5% | 2% | -2% | -5% | -10
> CC(C)c1nc(C#N)c(N2CCOCC2)o1
 : -2% | -2 | -19% | 0% | 4.0% | 10% | 3% | -3% | -6
> O=c1c2ccccc2[nH]c(=S)n1CCCN1CCN(c2ccccc2)CC1
 : -2% | 0 | -6% | -8% | 4.3% | ? | 28% | -7% | -8
> COc1ccc(Cn2cccc(NC(=O)Nc3ccc(C#N)cc3)c2=O)cc1
 : 5% | -8 | -18% | 0% | 6.9% | 3% | 7% | -4% | -5
> O=C(N1CCOCC1)N1CCC(NC(=O)C23CC4CC(CC(C4)C2)C3)CC1
 : 13%[57.1 µM] | -7 | -7% | 0% | 0.4% | 5% | 3% | -3% | -6
> CN1CCN(C(=O)c2ccc3c(=O)n4c(nc3c2)CCCCC4)CC1
 : 5%[57.1 µM] | -9 | 2% | -3% | 1.3% | -12% | 3% | -2% | -2
> COc1ccc(S(=O)(=O)N2C[C@H]3CON(C)[C@H]3C[C@H]2c2cccc(Br)c2)cc1
 : -3% | -1 | -2% | 0% | . | 2% | -4%[38.3 µM] | 1% | -7
> COc1ccc(C)cc1NC(=O)CNc1ccccc1CN(C)C1CCCCC1
 : -11% | 0 | -23% | 0% | 0.2% | 2% | -9% | -2% | -1
> CC(=O)c1cccc(NC(=O)Nc2csc3c2CCCC3)c1
 : -1%[11.4 µM] | 3 | -16% | -1% | 1.9% | 4% | 5% | 3% | -1
> CC(=O)N1N=C(c2ccc(C)cc2)OC1c1cccnc1 (centres undefined)
 : 0%[57.1 µM] | -3 | -13% | 3% | 0.0% | 12% | 6% | 5% | 0
> CN1C(=O)CSC1=NCC12CC3CC(CC(C3)C1)C2
 : 4% | 1 | -9% | 1% | -2.4% | -4% | -1% | -4% | 0

Shown in CSV form: 2 of the compounds above.
smiles,TrxR1 substrate,PI4K2A inh,USP1 inh,Vif-APOBEC3G blk,RXFP1 ag,Vif-A3F inh,IDH1 R132H inh,Glioma ERSR ind,LDHA block
CC(=O)c1cccc(NC(=O)Nc2csc3c2CCCC3)c1,-1%[11.4 µM],3,-16%,-1%,1.9%,4%,5%,3%,-1
CC(=O)N1N=C(c2ccc(C)cc2)OC1c1cccnc1 (centres undefined),0%[57.1 µM],-3,-13%,3%,0.0%,12%,6%,5%,0
